Assay outcomes (PubChem BioAssay)
Yfh1-depleted yeast = mitochondrial function rescue without frataxin homolog – Friedreich's ataxia, plus single-dose screen, dose response (AID 1465) | S. cerevisiae Yfh1-off respiration, WST-1 reduction, 72 h; higher fold induction means a stronger effect | one-dose fold induction at 50 µM; EC50 in µM for titrated hits | 220,000 tested, 0.074% active;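 active means fold induction of absorbance versus untreated yeast above a set limit, then at least 30% activation at any dose in follow-up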;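 further: activators that raise dye reduction in frataxin-depleted yeast; strong numbers were not always called active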
MT stabilize HCS = stabilizes microtubules in HeLa cells; HeLa tubulin immunostaining HCS, 24 h; share of cells brighter than vehicle mean+2SD; % tubulin-high responders, % at 10 µM; 200,000 tested, 0.83% active;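 active means plate Z-score above 3 for both tubulin-high and condensed-nucleus cell shares, with cell loss under 80%, at 10 µM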;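 further: anti alpha tubulin signal scored within the nucleus-defined area of each cell; some results filed as inactive read as strong as hits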
P. falciparum M1AAP = P. falciparum M1AAP inhibitors, biochemical, fluorogenic H-Leu-NHMec substrate, 1536-well (AID 1445). recombinant M1AAP, H-Leu-NHMec fluorogenic kinetic assay; higher % means a stronger effect. inhibition, % at 30 µM, or IC50 in µM where a hit was titrated. 220,000 tested, 0.42% active;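 active means primary inhibition above the hit cutoff, then over 50% inhibition at one or more dose response concentrations, cut at about 23% in these data, passing the limit was not always enough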;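 further: plate controls were DMSO full reaction for no effect and no enzyme background for full effect; strong numbers were not always called active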
Dynein transport = blocks dynein driven cargo transport along microtubules | 3617.4 mouse cells, GR-EGFP nuclear translocation imaging; test concentration mostly 20 µM; stimulated with dexamethasone, 1 µM; hits give low values | z-score, hits read low | 220,000 tested, 0.47% active;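 active means plate z-score of nuclear minus cytoplasmic receptor signal below a set negative limit, without overly bright fluorescence or cell loss, cut at about -3.5 in these data, passing the limit was not always enough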;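 further: z-score of nuclear minus cytoplasmic ring GR-EGFP intensity difference per well; some compounds called inactive have numbers as strong as hits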
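medium = tetracycline-free induction medium containing charcoal-stripped FBS | probe or stimulus = dexamethasone, 1.0 µM final | timing = 48 h induction, then 1 h compound, then 30 min agonist, 37 °C | detection = automated 10x imaging of fixed Hoechst-stained cells | read-out basis = nuclear versus cytoplasmic GR-EGFP signal, averaged per well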
T cell HTS = T cell immune modulators affecting CD8 T cell-vesicle binding; 2C CD8+ T cell-vesicle binding, flow cytometry; hits give low values; calls only at 7 µM; 330,000 tested, 0.068% active; AID 2052;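 active means response, share of CD8 T cells binding vesicles, and their 90th percentile fluorescence all below set limits, cut at about 80% in these data, passing the limit was not always enough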
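Material: murine 2C transgenic CD8+ T lymphocytes / Also added: QL9-peptide-loaded Drosophila micro-vesicles bearing Ld, ICAM-1 and B7-1 / Schedule: binding step 1.5 h, 37 °C, antibody labelling 20 min, ice / Signal: flow cytometry, PE anti-B7-1 (FL2) versus Alexa647 anti-CD8 (FL8), PFA-fixed / Evaluation: percent CD8+ FL2 mean versus row control / Benchmarks: naked versus QL9-loaded vesicles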
Autophagy HCS = autophagy modulation, high-content screen; MEF GFP-LC3 puncta imaging; test concentration mostly 10 µM; calls only at 10 µM (by protocol); 190,000 tested, 0.98% active; AID 463193;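 active means percentage of spot-positive cells more than 3 SD above its plate mean, without a fluorescence outlier flag or 80% toxicity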;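 further: spot-positive cell cutoff set from DMSO-treated cells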
b-catenin transl = beta-catenin nuclear translocation modulation; HeLa beta-catenin nuclear translocation, immunofluorescence imaging; nuclear translocation activity, % at 5 µM; 190,000 tested, 0.3% active;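 active means nuclear translocation activity above 50% at 5 µM, with a well cell count of 50 or more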;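 further: per-cell ratio of nuclear to cytoplasmic median beta-catenin stain intensity; plate controls were DMSO negative control for no effect and GSK-3 inhibitor IX positive control for full effect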
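assay system = human HeLa cells, endogenous beta-catenin | times = compound treatment 24 h, 37°C, 5% CO2 | detection = Anti-beta-catenin immunofluorescence on PFA-fixed, Triton-permeabilized cells, DAPI nuclei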
P. falciparum M17LAP = P. falciparum M17LAP inhibitors, primary screen, biochemical, fluorogenic H-Leu-NHMec substrate, 1536-well (AID 1619) | 220,000 tested, 0.38% active | inhibition, % at 30 µM; hits with a dose series show IC50 in µM | recombinant M17LAP, H-Leu-NHMec fluorogenic kinetic assay; higher % means a stronger effect;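 active means compound inhibiting the enzyme by more than half at any dose during confirmatory dose-response retesting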;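 further: plate controls were full reaction with DMSO carrier for no effect and no enzyme background for full effect; strong numbers were not always called active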
WT yeast gro inh = growth inhibition of WT yeast, mitochondrial fusion screen; mitochondrial fusion phenotypic screen, WT strain; inhibition, % at 10 µM; 190,000 tested, 2.1% active; AID 1362; in the data active means inhibition above about 58%; tested in S. cerevisiae
WT yeast gro inh mutant strain = recorded beside WT yeast gro inh, whose call it bears; inhibition, %; mitochondrial fusion phenotypic screen, mutant strain inhibition
Dynein transport cytoplasmic EGFP = further read-out of Dynein transport, marked with its call; z-score; measured here: cytoplasmic GR-EGFP intensity; hits give high values
Dynein transport nuclear GR-EGFP = further read-out of Dynein transport, marked with its call; z-score; measured here: nuclear GR-EGFP intensity;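 lower value marks the stronger effect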
Dynein transport cell count = also measured in Dynein transport; calls as there; z-score; measured here: cell count per field
b-catenin transl cell count 5 µM = recorded beside b-catenin transl, whose call it bears; cell count; measured here: cell count, cytotoxicity flag
T cell HTS vesicle-bound % = also measured in T cell HTS; calls as there; double positive events, %; measured here: CD8+ vesicle-bound cell fraction;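 binding gate set so that unloaded-vesicle control wells show 10% double positive cells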
MT stabilize HCS Hoechst-high % = recorded beside MT stabilize HCS, whose call it bears; % Hoechst-high responders; measured here: nuclear condensation Hoechst responders;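 share of cells brighter than vehicle mean plus two SD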
MT stabilize HCS cytotoxicity % = recorded beside MT stabilize HCS, whose call it bears; toxicity, %; measured here: cytotoxicity by cell density;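 0% = mean cell density of plate MIN control wells and 100% = no cells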
Autophagy HCS cell loss 18 h = recorded beside Autophagy HCS, whose call it bears; toxicity, %; measured here: cell loss, nuclei count;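 cell loss after 18 h compound exposure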
* marks the source's active call; other numbers are inactive results; i = inactive; . = no result given.

SMILES	Yfh1-depleted yeast	MT stabilize HCS	MT stabilize HCS Hoechst-high %	MT stabilize HCS cytotoxicity %	P. falciparum M1AAP	Dynein transport	Dynein transport cytoplasmic EGFP	Dynein transport nuclear GR-EGFP	Dynein transport cell count	T cell HTS	T cell HTS vesicle-bound %	Autophagy HCS	Autophagy HCS cell loss 18 h	b-catenin transl	b-catenin transl cell count 5 µM	P. falciparum M17LAP	WT yeast gro inh	WT yeast gro inh mutant strain
CC(C)C(NC(=O)OCc1ccccc1)C(=O)OCC(=O)N1CCCCC1 (stereo unspecified)	i	2.6	1.4	7.1	-3.0%	-0.481	-0.192	-0.12	0.657	i	31.7	i	0.8	-5.7	1156	12.0%	-10.3	-6.8
COC(=O)c1c(NC(=O)CCNCc2ccco2)sc2c1CCC2	i	.	.	.	0.1%	-0.15	-0.244	-0.00493	0.0751	i	24.6	.	.	0.7	1042	-0.6%	.	.
CCN(CC)P(=O)(Nc1ccc(SC(F)F)cc1)c1ccc(N(C)C)cc1NC(=O)c1ccco1 (stereo unspecified)	i	2.9	2.2	7.1	11.9%	0.715	-0.197	0.662	-1.16	i	32.7	i	-2.8	-0.3	1096	-9.7%	-6.9	-1.0
Cc1ccc(C(=O)Nc2nc(=O)n(C(=O)CC(C)C)s2)cc1	i	1.1	1.3	6.1	-1.6%	.	.	.	.	i	15.3	i	-6.0	-3.8	1067	24.5µM*	0.0	1.1
Cc1cc([N+](=O)[O-])nn1Cc1ccccc1F	i	3.0	1.6	4.0	6.3%	-0.496	-0.238	0.174	1.4	i	20.6	i	10.3	.	.	-0.7%	2.6	15.4
CCCOc1ccc2c(=O)c(-c3cc(C(=O)OC)oc3C)c(C)oc2c1	i	1.7	1.1	7.7	0.1%	-0.308	-0.233	-0.334	0.339	i	26.9	i	17.7	.	.	0.1%	16.8	-5.2
O=C(Nc1ccc(N2CCOCC2)cc1)c1cccc(S(=O)(=O)N2CCCCC2)c1	.	3.3	1.6	5.9	8.3%	-0.498	-0.151	-0.00844	1.06	.	.	i	-8.8	0.8	1019	-1.5%	0.6	9.1
CC(=O)Nc1ccc(/C=N/NC(=O)c2cc3cc(C)ccc3nc2C)cc1	i	3.8	3.1	6.3	2.6%	0.0585	-0.205	-0.166	0.97	i	37.7	i	-32.5	1.2	863	4.0%	.	.
NCCCC[C@@H](C(=O)N1CCNCC1)n1cc(CCC(=O)O)nn1	i	3.0	2.0	10.3	-0.9%	-0.547	-0.3	-0.0684	0.317	i	51.9	i	-17.0	-1.2	1241	4.4%	6.0	4.8
CCO[C@@H]1OC(C(=O)Nc2ccccc2)=C[C@H](C2CC2)[C@H]1CCCO	i	2.9	1.6	3.0	-1.3%	-0.289	-0.253	0.107	-0.379	.	.	i	8.3	1.2	1096	-2.3%	-6.8	2.4
CCCCC(NC(=O)c1ccc(Cl)cc1)C(=O)O (stereo unspecified)	i	2.1	3.0	3.2	2.7%	0.67	-0.232	0.668	0.423	i	30.2	.	.	-1.6	1148	1.1%	-4.1	-6.7
CC(=O)CC1(C)OC(N)=C(C#N)C1(C#N)C#N (stereo unspecified)	i	1.1	1.3	3.5	-5.0%	-0.752	-0.149	-0.481	0.54	i	14.4	i	-0.3	-2.1	1401	-21.2%	16.5	1.0
Cc1ccc(O)c(NC(=O)CN(C)S(=O)(=O)c2ccc(Cl)cc2)c1	i	.	.	.	4.8%	1.36	-0.223	0.664	-0.625	i	24.3	.	.	0.4	1297	0.4%	.	.
O=C(COc1ccccc1)NC1CCCc2ccccc21 (stereo unspecified)	i	3.8	3.0	7.7	-3.3%	-0.0711	-0.333	-0.38	0.27	i	55.0	i	1.6	.	.	-18.9%	-10.2	-9.7
O=C(NCCSCc1c(F)cccc1Cl)c1ccc(CN2CCOCC2)cc1	i	2.8	2.7	1.1	-0.1%	-0.431	-0.303	-0.589	0.791	i	9.1	i	-2.2	-0.9	1035	-2.4%	-1.4	13.7
c1ccc(CSc2nnc(-c3ccco3)n2Cc2ccco2)cc1	i	4.5	2.8	8.2	6.5%	0.242	-0.127	0.378	-1.3	i	48.4	i	3.1	5.0	819	14.4%	21.5	25.5
O=C(NC1CCCCCC1)C1CCN(c2nc3ccccc3o2)CC1	.	3.4	2.7	14.8	7.6%	-0.125	-0.222	-0.334	-0.00228	i	42.4	i	36.9	-6.7	958	5.2%	27.3	45.4
CN(C)CCNC(=O)CN1C(=O)COc2ccc(C(C)(C)C)cc21	i	2.0	3.9	2.2	0.8%	-0.665	-0.245	-0.317	0.124	i	49.7	i	2.4	.	.	-3.6%	10.5	10.3
Cc1oc(/C=N/NC(=O)CC2(C)OCCO2)cc1Br	i	2.7	2.2	2.7	2.7%	0.651	-0.225	0.362	0.00792	i	50.6	i	11.5	1.6	534	31.6%	-12.8	16.6
Cn1cc(Br)c(C(=O)N2CCc3ccccc32)n1	i	1.4	3.0	15.2	0.1%	0.745	-0.268	0.452	0.476	i	6.9	i	3.7	1.8	582	-4.6%	-4.1	6.0
Cn1c(O)c(C2=c3ccccc3=NC2=O)[nH]c1=S	i	2.4	2.4	5.0	21.0%	-0.0974	-0.24	0.0611	-0.343	i	4.3	i	20.2	-3.7	461	-9.1%	5.4	10.1
Cc1ccc(C(C)C)c(OCC(=O)N/N=C/C2CCCCC2)c1	i	3.4	3.1	5.8	-7.6%	0.9	-0.228	0.0468	0.255	i	15.8	i	-12.8	-1.1	1062	17.2%	25.0	2.4
CS(=O)(=O)C1=NSC2=NC(=O)/C(=C\c3cccn3-c3ccc(Cl)cc3)C(=N)N21	i	3.1	2.4	4.6	5.15µM*	-1.14	0.255	-0.336	0.503	i	51.7	i	-8.7	-1.1	492	20.9%	15.4	14.2
CCCCCCNC(=O)CC(NS(=O)(=O)c1ccc(NC(C)=O)cc1)C(C)C (stereo unspecified)	i	1.5	2.3	15.5	-5.3%	0.369	-0.152	0.332	-0.278	i	51.8	i	-17.2	-0.4	1463	4.1%	15.9	6.8
O=C(O)c1cccc(NC(=S)N/N=C/c2cccnc2)c1	i	1.8	2.5	2.3	10.9%	0.57	-0.206	0.456	-0.278	i	35.7	i	1.9	-0.2	976	28.7%	-13.4	-4.4
Cc1c(C#N)c2ncn(Cc3ccccn3)c(=O)c2n1-c1ccccc1	i	2.0	1.8	2.8	3.8%	0.603	-0.27	-0.343	-0.355	i	39.3	i	-6.0	-2.0	1367	-15.2%	-4.2	-8.4
CCC(=O)NC(=S)Nc1ccccc1C(F)(F)F	i	3.1	2.6	8.8	.	-1.18	-0.193	-0.11	1.59	i	53.8	i	13.3	.	.	.	.	.
CCN(CC)c1nc(N)c2c(N)n(-c3ccccc3C)c(=S)c(C#N)c2c1C#N	i	3.3	1.6	1.8	18.2%	-0.331	-0.409	0.0652	0.816	i	18.3	i	7.0	1.4	1085	-48.9%	9.5	17.4
O=C(Nc1nnc(-c2ccccc2Cl)s1)C1CCN(S(=O)(=O)c2ccc(Cl)cc2)CC1	i	2.8	3.4	9.9	4.4%	0.644	-0.22	0.577	-0.37	i	33.5	i	3.8	-0.2	1058	1.6%	-9.3	11.5
O=C(COc1cccc(Cl)c1)N/N=C\c1cc2ccccc2nc1Cl	i	4.7	1.8	7.0	11.3%	-1.39	-0.249	-0.883	0.999	i	44.3	i	5.3	0.9	559	-2.1%	6.5	-6.1

Entries from the list above with a Cl atom (six):
SMILES	Yfh1-depleted yeast	MT stabilize HCS	MT stabilize HCS Hoechst-high %	MT stabilize HCS cytotoxicity %	P. falciparum M1AAP	Dynein transport	Dynein transport cytoplasmic EGFP	Dynein transport nuclear GR-EGFP	Dynein transport cell count	T cell HTS	T cell HTS vesicle-bound %	Autophagy HCS	Autophagy HCS cell loss 18 h	b-catenin transl	b-catenin transl cell count 5 µM	P. falciparum M17LAP	WT yeast gro inh	WT yeast gro inh mutant strain
CCCCC(NC(=O)c1ccc(Cl)cc1)C(=O)O (stereo unspecified)	i	2.1	3.0	3.2	2.7%	0.67	-0.232	0.668	0.423	i	30.2	.	.	-1.6	1148	1.1%	-4.1	-6.7
Cc1ccc(O)c(NC(=O)CN(C)S(=O)(=O)c2ccc(Cl)cc2)c1	i	.	.	.	4.8%	1.36	-0.223	0.664	-0.625	i	24.3	.	.	0.4	1297	0.4%	.	.
O=C(NCCSCc1c(F)cccc1Cl)c1ccc(CN2CCOCC2)cc1	i	2.8	2.7	1.1	-0.1%	-0.431	-0.303	-0.589	0.791	i	9.1	i	-2.2	-0.9	1035	-2.4%	-1.4	13.7
CS(=O)(=O)C1=NSC2=NC(=O)/C(=C\c3cccn3-c3ccc(Cl)cc3)C(=N)N21	i	3.1	2.4	4.6	5.15µM*	-1.14	0.255	-0.336	0.503	i	51.7	i	-8.7	-1.1	492	20.9%	15.4	14.2
O=C(Nc1nnc(-c2ccccc2Cl)s1)C1CCN(S(=O)(=O)c2ccc(Cl)cc2)CC1	i	2.8	3.4	9.9	4.4%	0.644	-0.22	0.577	-0.37	i	33.5	i	3.8	-0.2	1058	1.6%	-9.3	11.5
O=C(COc1cccc(Cl)c1)N/N=C\c1cc2ccccc2nc1Cl	i	4.7	1.8	7.0	11.3%	-1.39	-0.249	-0.883	0.999	i	44.3	i	5.3	0.9	559	-2.1%	6.5	-6.1
